PLC-gamma1 inh = inhibitors of human phospholipase C gamma1; P19174; purified PLC-gamma1, fluorogenic substrate, fluorescence; inhibition, % at 12.2 µM; 370,000 compounds, 0.84% hits; in the data active means inhibition above about 9.5%
TDP2 inh = blocks human TDP2 phosphodiesterase activity. O95551. recombinant TDP2, T5PNP hydrolysis, p-nitrophenol absorbance 415 nm. inhibition, % at 12.8 µM. 370,000 compounds, 0.34% hits. AID 720702;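 active means inhibition above the mean of all tested compounds plus 3 SD, set per campaign, cut at about 25% in these data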;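 further: 0% = DMSO with enzyme and 100% = buffer with substrate but no TDP2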
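Material: recombinant human TDP2; quantity: TDP2 enzyme at 120 nM final; medium: Tris-HCl pH 7.5 with MgCl2; compound: single concentration, 12.8 µM nominal, with 1% DMSO; incubation: 2 h enzyme incubation at 37 °C; signal: epi absorbance; measure: percent inhibition; benchmarks: high control without enzyme, low control DMSO plus TDP2; repeats: singlicate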
ADAM17 inh = inhibits human ADAM17; 370,000 compounds, 0.83% hits; P78536; recombinant ADAM17, EDANS/DABCYL FRET peptide cleavage; inhibition, % at 6.95 µM; AID 720648;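 active means inhibition above the mean of compounds lying between control limits plus 3 SD, set per campaign, cut at about 8.5% in these data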;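 further: 0% = DMSO-only wells as the low control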
Target sequence (P78536 215-824 limits assumed): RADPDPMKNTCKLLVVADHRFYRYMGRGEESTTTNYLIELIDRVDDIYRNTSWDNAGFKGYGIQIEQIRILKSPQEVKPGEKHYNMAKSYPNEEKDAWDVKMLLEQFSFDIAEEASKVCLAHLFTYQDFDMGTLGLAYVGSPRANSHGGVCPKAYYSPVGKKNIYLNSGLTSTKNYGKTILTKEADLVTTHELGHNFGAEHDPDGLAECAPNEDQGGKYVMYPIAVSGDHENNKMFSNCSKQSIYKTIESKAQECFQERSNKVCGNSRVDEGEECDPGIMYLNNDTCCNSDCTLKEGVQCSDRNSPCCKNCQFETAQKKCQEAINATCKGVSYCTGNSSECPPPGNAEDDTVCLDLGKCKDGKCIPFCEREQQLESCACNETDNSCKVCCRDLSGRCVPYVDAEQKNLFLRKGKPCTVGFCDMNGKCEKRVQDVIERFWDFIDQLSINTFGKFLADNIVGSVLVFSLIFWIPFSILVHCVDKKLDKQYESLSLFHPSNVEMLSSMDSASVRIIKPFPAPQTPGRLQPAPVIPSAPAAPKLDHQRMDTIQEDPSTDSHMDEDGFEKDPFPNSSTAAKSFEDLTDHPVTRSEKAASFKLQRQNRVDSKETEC
Tn6 DDE FP = DD(E)-Tn6 binding inhibition, primary FP screen | P02675 | Fibrin DD(E) TRITC-Tn6 fluorescence polarization displacement | inhibition, % at 8.3 µM | 370,000 compounds, 0.21% hits | AID 720509;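 active means inhibition above a per-campaign cutoff: mean of compounds within control limits plus 3 SD, cut at about 15% in these data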;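 further: 0% = median of all compound wells on the plate and 100% = blocking peptide control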
ADAM10 inh = ADAM10 inhibition, QFRET primary screen; O14672; 370,000 compounds, 0.62% hits; recombinant ADAM10, EDANS/DABCYL FRET peptide cleavage, 3 h; inhibition, % at 7 µM;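 active means inhibition above a per-campaign cutoff equal to the mean of compounds falling between control-based bounds plus 3 SD, cut at about 20% in these data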;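 further: 0% = DMSO wells while the 100% control is not disclosed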
ASAP1 inh = ASAP1 ArfGAP inhibition; Q9ULH1; ASAP1-stimulated ARF1 GTP hydrolysis, GDP FP detection; inhibition, % at 16.5 µM; 360,000 compounds, 0.19% hits; in the data active means inhibition above about 25%;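 further: 0% = vehicle with enzyme and substrate and 100% = no enzyme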
Tn7 DDE FP = inhibitors of Tn7 peptide binding to human fibrin DD(E); 370,000 compounds, 0.13% hits; P02675; inhibition, % at 8.3 µM; AID 720508; FP displacement of FITC-Tn7 peptide from fibrin DD(E); 0% = median of compound wells per plate;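 active means inhibition above the mean of compounds falling within the control limits plus 3 SD of them, cut at about 14% in these data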;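 further: 0% = plate median of compound wells and 100% = 10 µM Aha-Tn7 peptide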
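Also added: labelled Tn7 tracer, 0.1 µM; Assay system: human fibrin DD(E) protein; Amount: 2 µM fibrin DD(E); Schedule: 10 min compound pre-incubation, 3 h probe incubation at room temperature; Repeats: one replicate per compound; Read-out basis: percent inhibition; Measured by: fluorescence polarization of the labelled Tn7 tracer.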
PLCb3 inh = blocks human PLC-beta3 enzyme activity. 370,000 compounds, 0.18% hits. Q01970. Purified PLC-beta3, fluorogenic substrate, fluorescence. inhibition, % at 12.2 µM; in the data active means inhibition above about 11%;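 further: 0% = median of compound wells on plate and 100% = full blocker control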
ARFGAP1 inh = rat ARFGAP1 inhibition. Q62848. Arfgap1-stimulated ARF1 GTP hydrolysis, GDP FP detection. inhibition, % at 16.5 µM. 360,000 compounds, 0.26% hits. AID 651572;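 active means inhibition above a per-plate limit, mean inhibition of low control wells plus 3 SD, cut at about 25% in these data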;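 further: 0% = DMSO wells with enzyme and 100% = wells lacking Arfgap1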
Target sequence (Q62848 1-136 limits assumed): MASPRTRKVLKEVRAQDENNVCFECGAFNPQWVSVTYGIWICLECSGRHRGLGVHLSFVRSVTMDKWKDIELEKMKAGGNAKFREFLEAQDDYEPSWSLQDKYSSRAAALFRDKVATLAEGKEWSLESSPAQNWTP
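Material – truncated rat Arfgap1 GAP domain · Buffer or medium – HEPES-based buffer, pH 7.5 · Reagent – human ARF1(Δ1-17)-GTP substrate · Dosing – 16.5 µM single point, 1.26% DMSO · Schedule – GTP hydrolysis reaction 2 h at 25 °C · Technique – GDP detection by fluorescence polarization · Benchmarks – No-Arfgap1 wells (100%) versus DMSO full-reaction wells (0%) · Repeats – single replicate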
SIAE primary = blocks human sialic acid acetylesterase. Q9HAT2. SIAE FP-Rh probe binding, fluorescence polarization. inhibition, % at 9.66 µM. 370,000 compounds, 0.69% hits. AID 1053197;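 active means inhibition above a cutoff: mean of compounds within the control limits plus 3 SD of those, cut at about 17% in these data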;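 further: 0% = plate median of compound wells and 100% = probe without SIAE protein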
Numbers without * were called inactive; i = inactive.

mol	TDP2 inh	Tn6 DDE FP	ARFGAP1 inh	SIAE primary	ADAM10 inh	PLC-gamma1 inh	ADAM17 inh	Tn7 DDE FP	PLCb3 inh	ASAP1 inh
COC(=O)/C=C/c1cccc([C@H]2[C@@H]3C=CC[C@@H](C)[C@@H]3C(=O)N2Cc2ccccc2)c1	-13.6	8.0	1.4	-3.2	-0.2	-1.5	4.0	1.5	0.0	3.0
O=C(Cn1cnc2ccccc2c1=O)NNC(=O)c1ccccc1F	4.7	-1.3	4.7	0.8	-16.6	2.0	-2.9	-3.6	2.2	3.5
Cc1ccc(NC(=O)Cn2nc([N+](=O)[O-])c(Br)c2C)cc1C	5.8	-3.0	12.7	-3.1	-0.3	0.2	-5.9	-2.1	0.0	6.6
CC(C)NC[C@@H](O)COc1ccc(CC(N)=O)cc1	2.4	3.0	-14.4	0.2	-0.6	3.5	0.6	-2.2	-5.3	-13.6
Cc1cccc(CC(=O)N2CCC(n3nccc3NC(=O)C3CC3)CC2)c1	6.2	-4.2	2.5	7.4	7.6	-3.2	-1.4	6.2	-1.9	-10.2
Cc1ccc(-c2cn3cccnc3n2)cc1NC(=O)c1c(-c2ccccc2Cl)noc1C	-0.8	-3.9	-10.1	-2.4	i	i	i	1.4	i	13.5
CN(C(=O)C=Cc1ccco1)c1ccccc1	11.7	5.3	-1.4	2.1	6.2	-0.5	1.1	6.5	-1.1	-3.3
Cc1ccc2c(N)c(C(=O)c3ccccc3)sc2n1	-2.8	2.0	-1.9	-10.7	-6.6	-22.9	-0.8	3.2	-32.8	-6.5
CC(C)(C)NC(=O)CN(Cc1ccccc1)S(=O)(=O)c1ccccc1	-23.3	-8.6	1.0	-10.4	4.2	3.2	0.7	3.5	7.7	8.2
CC1CCN(C(=O)c2ccc(CSc3ccc(Cl)cc3)cc2)CC1	-9.6	-1.1	12.2	6.9	4.3	5.6	5.2	-0.6	2.0	5.0
O=C(NCc1ccccc1)c1ccc2c(c1)C(=O)N(Cc1ccncc1)C2=O	2.1	5.2	11.8	2.2	1.5	4.6	2.3	0.0	1.4	-2.3
O=C(Nc1cc(Cl)ccc1N1CCCCC1)c1cccs1	-2.8	2.0	-6.7	-5.3	-2.2	3.1	-4.4	3.5	-0.5	-4.4
Cc1ccc(NC(=O)Cn2nc(C)c(S(=O)(=O)N(C)C)c2C)cc1	-7.1	0.2	0.8	-2.4	-7.5	2.0	-9.1	4.5	-10.3	2.9
CCOC(=O)C1CCN(CCC(=O)Nc2cccc(Cl)c2C)CC1	1.6	7.2	-1.0	-4.3	-1.1	0.6	-3.0	-5.1	-2.0	-7.0
CC(C)Oc1cccc(C(=O)C2CCCN(C(=O)c3ccccn3)C2)c1 (stereo not drawn)	-4.1	-2.5	-3.4	1.6	0.6	1.7	8.6	2.0	-3.6	-1.6
O=C(NCc1ccc2c(c1)OCO2)c1cc2n(n1)C(C(F)(F)F)CC(c1ccc3c(c1)OCO3)N2 (stereo not drawn)	-3.7	6.4	-9.6	-4.7	7.1	0.1	1.0	5.3	-1.1	-14.6
O=C(OCC(=O)c1c[nH]c2ccccc12)c1cccc(S(=O)(=O)N2CCCCCC2)c1	-3.5	-3.7	8.4	-53.9	26.9*	6.1	11.6*	-4.3	3.1	5.5
COc1cc(OC)cc(-c2c(-c3cccs3)c3cc(-c4ccc(OC)c(F)c4)ccc3n2C)c1	-3.9	-1.1	7.2	-9.8	-29.7	-34.9	-4.7	7.2	-49.7	1.9
Cc1ccc(-c2nn(C)c(=O)c3ccccc23)cc1CNC(=O)CN1CCOCC1	8.8	-8.2	4.8	5.2	-9.9	-2.1	-9.0	2.0	0.8	-14.8
Cc1n[nH]c(=S)n1/N=C/c1ccc(Br)o1	8.3	-0.8	-6.3	0.7	3.0	0.9	-2.3	0.5	0.8	3.4
O=C(Cc1cccs1)Nc1ccccc1NC(=O)Cc1cccs1	-3.4	-4.7	-2.9	-0.4	-12.9	0.8	-5.7	1.7	0.5	8.8
CCCCCC(=O)N(Cc1ccccc1)c1c(N)n(CCOC)c(=O)[nH]c1=O	15.9	0.5	-3.8	0.0	-6.8	-1.6	-2.1	3.5	-4.8	-1.1
COCc1ccc(CN2CCCC(CCC(=O)NCc3ccc(C)o3)C2)o1 (stereo not drawn)	9.7	2.2	12.7	5.8	-3.3	-1.0	-2.7	-5.8	-4.5	-5.9
O=C(N/N=C/c1ccc([N+](=O)[O-])cc1)c1ccc2nc[nH]c2c1	7.2	-9.3	5.0	-3.5	0.3	1.6	-2.1	-3.2	1.6	-1.8
COc1cccc(CN(C)C[C@H]2OCc3cnnn3CCCC(=O)N([C@H](C)CO)C[C@@H]2C)c1	6.0	-0.2	-0.1	-7.8	0.5	-1.6	-2.6	-11.5	1.1	12.1
Cc1cc(C(=O)OCC(=O)N2CCN(C(=O)c3ccco3)CC2)c(C)n1-c1ccc(F)cc1	-8.1	2.0	-2.4	-1.5	-3.0	0.2	-3.1	1.9	-1.3	12.7
Cc1ccc(C)c(S(=O)(=O)N2CCCOC2CNC(=O)C(=O)NCCC2=CCCCC2)c1 (stereo not drawn)	2.6	-0.6	-2.5	0.8	2.5	1.7	2.2	-7.4	1.4	-8.0
O=C(NC(=S)NCCc1ccc(Cl)cc1)c1ccco1	-5.4	-4.7	3.9	1.1	8.1	2.0	0.8	-7.6	-0.9	1.3
Cc1cccc(C)c1NC(=O)CN(C)C(=O)c1ccc(-n2cncn2)c([N+](=O)[O-])c1	-2.1	-3.7	5.7	0.7	5.6	-1.4	3.1	0.1	-63.9	1.6
CC(C)N(CCNC(=O)c1ccc(NC2=NC3CS(=O)(=O)CC3S2)cc1)Cc1ccco1 (stereo not drawn)	-4.5	-8.4	0.8	6.2	-15.8	2.4	1.4	-7.2	-0.7	7.3
CC(OC(=O)c1cccc(NS(C)(=O)=O)c1)C(=O)Nc1ccc2c(c1)OCO2 (stereo not drawn)	1.5	-0.9	3.0	-5.4	-3.4	-0.7	-0.1	-6.5	-2.2	-3.7
CC(C)(CNC(=O)CC1C(=O)NCCN1Cc1cccc(F)c1)N1CCOCC1 (stereo not drawn)	-10.2	1.4	-7.6	0.9	-13.1	-7.5	-3.6	7.4	-18.6	-4.6
Cc1ccc(NS(=O)(=O)c2ccc3c(c2)NC(=O)CC(=O)N3)cc1C	-0.5	-5.5	1.8	0.4	0.4	-0.1	0.9	4.9	-2.1	7.2
CCOC(=O)c1ccccc1NC(=O)c1cccnc1	-5.8	11.5	-5.9	2.8	-4.2	-1.0	4.2	-4.8	2.1	6.8
O=S(=O)(c1ccc(Cl)cc1)n1nnc2ccccc21	-4.2	-0.1	-12.3	3.2	0.4	-2.0	-2.1	-0.6	2.1	-10.9
CCOC(=O)C1=C(C)NC(SCC(=O)OC)=C(C#N)C1c1ccc(C(=O)OC)cc1 (stereo not drawn)	-7.9	-2.7	-2.4	-1.7	-8.3	-26.6	-1.2	-0.3	-24.4	-1.0

Pulled by compound from the list above, 2 records:
mol	TDP2 inh	Tn6 DDE FP	ARFGAP1 inh	SIAE primary	ADAM10 inh	PLC-gamma1 inh	ADAM17 inh	Tn7 DDE FP	PLCb3 inh	ASAP1 inh
Cc1ccc(C)c(S(=O)(=O)N2CCCOC2CNC(=O)C(=O)NCCC2=CCCCC2)c1 (stereo not drawn)	2.6	-0.6	-2.5	0.8	2.5	1.7	2.2	-7.4	1.4	-8.0
O=S(=O)(c1ccc(Cl)cc1)n1nnc2ccccc21	-4.2	-0.1	-12.3	3.2	0.4	-2.0	-2.1	-0.6	2.1	-10.9

Carrying on.
mol	TDP2 inh	Tn6 DDE FP	ARFGAP1 inh	SIAE primary	ADAM10 inh	PLC-gamma1 inh	ADAM17 inh	Tn7 DDE FP	PLCb3 inh	ASAP1 inh
c1ccc(-c2nc(N3CCCCCC3)nc(-n3ccnc3)n2)cc1	4.9	1.3	8.0	0.5	-3.5	-2.3	-5.9	0.7	-0.8	-1.6
COC(=O)C1=C(C)N(Cc2ccc(F)cc2)C(=S)NC1c1ccccc1 (stereo not drawn)	5.7	1.6	-0.1	2.7	3.1	0.5	-1.8	-3.0	0.9	4.4
CC(C)(C)c1ccc(Cn2cnc(-c3ccc([N+](=O)[O-])cc3)c2)cc1	-17.3	-7.9	12.8	3.8	5.5	-8.8	4.1	-8.4	-9.8	14.3
C[C@@H]1CCCCO[C@@H](CN(C)S(C)(=O)=O)[C@@H](C)CN([C@H](C)CO)C(=O)c2cc(N(C)C)ccc2O1	-4.9	-1.0	-7.1	0.2	-29.5	-36.1	-9.9	3.9	-42.7	-9.8
O=C(Nc1ccc(Cl)c(Cl)c1)N1CCC(N2CCCCC2)CC1	2.7	6.3	-3.6	5.5	-7.2	-0.5	-8.2	-1.3	0.5	1.1
CCN(C(=O)COC(=O)/C=C/c1ccc(F)cc1)C1CCCCC1	-8.3	-1.7	-6.9	1.0	-15.6	2.8	-2.9	-1.1	-4.9	-2.1
O=C(Cc1cccs1)NCc1cn2ccccc2n1	1.0	7.8	7.0	4.1	-22.8	-3.3	-5.7	3.5	-4.7	-3.5
O=C(CN1CCCC1)Nc1ccc(OCc2ccccc2)cc1	-1.4	4.5	6.8	-1.4	-7.2	0.4	-2.4	0.2	-3.0	-2.4
Cc1ccc([C@@H]2[C@@H]3C(=O)N(C)C(=O)[C@@H]3[C@]3(Cc4ccccc4)C(=O)N(CCO)CC(=O)N23)o1	-2.9	4.5	-1.2	-0.8	-9.2	-4.6	-3.7	0.8	-1.3	2.4
Cc1ccc(-c2csc(NC(=O)Cn3cnc4c3c(=O)n(C)c(=O)n4C)n2)cc1C	8.8	-6.0	-1.0	-1.4	-7.8	-3.0	-1.8	-3.2	-3.7	0.6
COc1ccccc1CNC(=O)C1CCN(C(=O)NC2CCCCC2)CC1	4.3	9.4	-9.7	1.1	-3.9	1.2	-5.0	0.1	-2.8	-3.3
O=C(NCC1CCCO1)C1CCN(CC2CCCCC2)CC1 (stereo not drawn)	1.3	0.4	5.0	-3.6	-6.9	-0.2	-5.2	-4.7	1.6	-6.3
CCCCNC(=O)CCc1c(C)nc2c(c(C)nn2-c2ccccc2)c1C	-7.9	-0.5	5.7	3.0	-39.4	-10.1	-20.4	-6.0	-17.9	14.0
CCOc1cc2[nH]c(=O)n(CCCCC(=O)N3CCCCCC3)c(=O)c2cc1OCC	-2.8	1.5	5.8	-2.1	-19.5	2.4	-5.2	0.2	-1.3	-9.0
CC(C)(C)c1ccc(NNC(=O)C2CCC2)cc1	-10.9	-4.8	4.1	-1.7	13.4	-1.3	-2.5	3.7	-7.9	0.4

High-throughput results as filed in PubChem.

Rows were taken by chance (roughly 3.6% active in at least one column).
